GPR35 antagonists: inhibition of zaprinast-stimulated GPR35 beta-arrestin translocation – imaging, U2OS, beta-arrestin-GFP, zaprinast agonist, primary screen (AID 2058). U2OS GPR35 beta-arrestin-GFP translocation imaging, zaprinast antagonism; higher % means a stronger effect. inhibition, % at 10 µM, or IC50 in µM where a hit was titrated. 0.052% of 290,000 active;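 active = inhibition of at least 50% with at least 30 cells and total cytoplasm GFP at most 10,000,000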
GPR55 antagonists: GPR55 antagonists blocking LPI-driven arrestin recruitment, primary screen, imaging, U2OS, beta-arrestin-GFP, LPI agonist (AID 2013) | 0.13% of 290,000 active | inhibition, % at 10 µM, or IC50 in µM where a hit was titrated | U2OS GPR55 beta-arrestin-GFP translocation imaging, LPI antagonism; higher % means a stronger effect;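 active = spots per cell inhibited over 60%, with over 100 cells counted and total cytoplasm intensity under 500,000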;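 note: U2OS cells stably carrying GPR55 and arrestin-GFP stimulated by 5 µM LPI near EC80; imaged beta-arrestin-GFP aggregate spots per cell after agonist stimulation; plate controls were LPI-stimulated DMSO wells for no effect and DMSO wells without LPI for full effect; some results filed as inactive read as strong as hits; confirmed hits need IC50 under 10 µM and bright autofluorescent wells are also inconclusive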
SIAH1 antagonists: blockers of Siah-1 interaction with plectin peptide – biochemical, fluorescence polarization, rhodamine-plectin, uHTS, primary screen (AID 1817); Siah-1 / rhodamine-plectin peptide fluorescence polarization; higher % means a stronger effect; 0.02% of 290,000 active; displacement, % at 20 µM, or IC50 in µM where a hit was titrated;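 active = displacement of at least 50% at 20 µM, with a fluorescence ratio check between 0.3 and a set limit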;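 note: plate controls were Siah plus tracer with DMSO for no effect and tracer alone without Siah for full effect; strong numbers were not always called active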
NOD1 inhibition: NOD1 signaling inhibitors, primary screen, cell-based, luminescence, uHTS (AID 1578). one-dose inhibition, % at 4 µM; EC50 in µM for titrated hits. 1% of 290,000 active. NOD1-driven NF-kB luciferase reporter cells, luminescence; higher % means a stronger effect; in the data active = inhibition mostly above about 36%, no sharp cut-off; inactive = mostly below about 34%;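 note: HEK-293T reporter cells stimulated with the NOD1 agonist gamma-tri-DAP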
KOR beta-arrestin-1: kappa opioid receptor activators – cell-based, luminescence, uHTS, primary screen (AID 1777); one-dose activation, % at 10 µM; EC50 in µM for titrated hits; 0.02% of 280,000 active; KOR beta-arrestin recruitment, luminescence; higher % means a stronger effect; in the data active = activation above about 50%, passing the limit was not always enough; note: a part of the inactive calls stands beside numbers as strong as those of hits
AID2073: inhibitors of Mint1-CaV2.2 protein interaction, biochemical, HTRF (AID 2073); HTRF protein-protein interaction, Mint1-CaV2.2; higher % means a stronger effect; inhibition, % at 20 µM; hits with a dose series show IC50 in µM; 0.19% of 290,000 active; in the data active = inhibition mostly above about 51%, no sharp cut-off; note: some results filed as inactive read as strong as hits
HIV peptide binding: inhibitors of HIV fusion peptide binding, primary screen, biochemical, uHTS, fluorescence dequenching (AID 1986). 0.3% of 290,000 active. cell-free peptide binding, fluorescence dequenching, 30 min; higher % means a stronger effect. one-dose inhibition, % at 20 µM; IC50 in µM for titrated hits; in the data active = inhibition mostly above about 52%, no sharp cut-off; inactive = mostly below about 76%; note: some results filed as inactive read as strong as hits
KOR beta-arrestin-2: kappa opioid receptor blockers – cell-based, luminescence, uHTS (AID 1778) | inhibition, % at 10 µM, or IC50 in µM where a hit was titrated | 0.091% of 290,000 active | KOR beta-arrestin recruitment, luminescence, antagonist mode; higher % means a stronger effect; in the data active = inhibition above about 50%; note: strong numbers were not always called active
GPR55 activation: GPR55 agonists via beta-arrestin recruitment, primary screen, imaging, U2OS cells, beta-arrestin-GFP redistribution (AID 1961); 0.048% of 290,000 active; activation, % at 10 µM; hits with a dose series show EC50 in µM; U2OS GPR55 beta-arrestin-GFP redistribution imaging; higher % means a stronger effect;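 active = activation above 40% with more than 50 cells counted in the well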;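 note: U2OS osteosarcoma cells stably expressing GPR55 and beta-arrestin-GFP; plate controls were DMSO negative control for no effect and LPI positive control for full effect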
Active calls of the source: *; · = no result given; [ ] = remark or other dose.

canonical_smiles | KOR beta-arrestin-1 | HIV peptide binding | SIAH1 antagonists | GPR35 antagonists | GPR55 activation | AID2073 | GPR55 antagonists | NOD1 inhibition | KOR beta-arrestin-2
Cc1nc2cc(C(=O)N3CCN(C)CC3)ccc2n1C | -5.0% | 0.2% | -4% | -6% | 0.7% | 9% | -3% | -37% | 19%[20 µM]
CCc1nc2c(c(=O)c3ccccc3n2C)c(=O)n1C1CCCCCC1 | -0.6% | -5.0% | -2% | -8% | -0.2% | -2% | -10% | 18% | -21%
COc1ccc(/C(N)=N/OC(=O)Cc2ccc(C)cc2)cc1 | 4.7% | 0.8% | -4% | -9% | 0.1% | 4% | -4% | -34% | -28%
Cc1ccc(S(=O)(=O)NCC(=O)OC2CCOC2=O)cc1 (configuration not stated) | 0.9% | -0.8% | 0% | 11% | -0.1% | 19% | 12% | -7% | 9%
O=C(CCNC(=O)c1ccccc1)Oc1ccc([N+](=O)[O-])cc1 | -0.4% | 0.5% | 0% | -8% | 0.1% | 2% | 3% | -18% | ·
COc1ccc(NC(=O)CN(C)CCOc2ccc(Cl)cc2)cc1OC | -5.3% | -0.6% | 3% | -8% | 0.0% | 9% | 3% | 5% | 22%
Cc1cc(=O)n2nc(N3CCC(C(=O)NCc4ccccc4Cl)CC3)sc2n1 | 2.1% | -1.6% | 2% | -18% | -0.3% | 3% | -6% | -9% | -25%
C/C(N)=C(/C#N)C(=O)COC(=O)c1cc(-c2cccc3ccccc23)nc2ccccc12 | 2.1% | 40% | 60% | 1% | -0.1% | 26% | 17% | -27% | 43%
Cc1ccc(P(=Nc2ccccc2)(N2CCOCC2)N2CCOCC2)o1 | -3.4% | -2.1% | 4% | 8% | -0.2% | -4% | -2% | -21% | -12%
NC(=O)c1ccc(Oc2ccc(-c3nnco3)cc2)c([N+](=O)[O-])c1 | 2.4% | -0.9% | -2% | 15% | 0.1% | -2% | 0% | -20% | -38%
CCCCCCCC(=O)Nc1ccc(S(=O)(=O)Nc2nccs2)cc1 | 5.5% | -1.7% | 10% | -2% | 0.0% | 1% | 5% | -11% | 33%
CC(C)c1ccc(/C=C/C(=O)N2CCOCC2)cc1 | -4.1% | 0.5% | 2% | -2% | -0.1% | -4% | 21% | -40% | 7%[20 µM]
CC(C)NC(=O)CC(=O)N/N=C/c1c(F)cccc1Cl | -3.5% | -0.2% | 2% | 0% | 0.0% | -10% | 10% | -11% | -40%[20 µM]
O=S(=O)(c1cccc2nsnc12)N1CCN(c2ccc(F)cc2)CC1 | -3.0% | -0.1% | 3% | -8% | 0.2% | 10% | 7% | -32% | 15%
N#Cc1ccccc1-c1ccccc1C(=O)N1CCCCC1 | 0.9% | 0.6% | 2% | 14% | -0.3% | 8% | 4% | -7% | -19%[20 µM]
O=C(Oc1ccc(-c2cnc3ccccc3n2)cc1)c1ccco1 | -6.0% | 1.5% | 33% | -10% | -0.2% | 15% | -5% | -81% | 17%
CC(C)NC(=O)c1cc2c(=O)n3ccccc3nc2s1 | -4.1% | -0.1% | -3% | 1% | -0.1% | 2% | 20% | 1% | -4%
Cc1ccc(NC(=O)c2cc(S(=O)(=O)N3CCOCC3)cs2)cc1 | -1.4% | -0.4% | 9% | 17% | 0.7% | 8% | 2% | -5% | 8%
COc1ccc(C(=O)NCc2ccc3c(c2)cc(C)n3C)cc1OC | -3.5% | -0.2% | 4% | -5% | -0.6% | -5% | -6% | -27% | 4%
O=C(COc1ncnc2ccccc12)NC1CCS(=O)(=O)C1 (configuration not stated) | 8.4% | -2.3% | -4% | -4% | -0.1% | -2% | -8% | 2% | 2%

Molecules listed so far that have four or more nitrogen atoms, in the order listed:
canonical_smiles | KOR beta-arrestin-1 | HIV peptide binding | SIAH1 antagonists | GPR35 antagonists | GPR55 activation | AID2073 | GPR55 antagonists | NOD1 inhibition | KOR beta-arrestin-2
Cc1nc2cc(C(=O)N3CCN(C)CC3)ccc2n1C | -5.0% | 0.2% | -4% | -6% | 0.7% | 9% | -3% | -37% | 19%[20 µM]
Cc1cc(=O)n2nc(N3CCC(C(=O)NCc4ccccc4Cl)CC3)sc2n1 | 2.1% | -1.6% | 2% | -18% | -0.3% | 3% | -6% | -9% | -25%
NC(=O)c1ccc(Oc2ccc(-c3nnco3)cc2)c([N+](=O)[O-])c1 | 2.4% | -0.9% | -2% | 15% | 0.1% | -2% | 0% | -20% | -38%
O=S(=O)(c1cccc2nsnc12)N1CCN(c2ccc(F)cc2)CC1 | -3.0% | -0.1% | 3% | -8% | 0.2% | 10% | 7% | -32% | 15%

Only KOR beta-arrestin-2, GPR55 antagonists and HIV peptide binding, for two of the compounds above:
SMILES	KOR beta-arrestin-2	GPR55 antagonists	HIV peptide binding
CC(C)c1ccc(/C=C/C(=O)N2CCOCC2)cc1	7%[20 µM]	21%	0.5%
CC(C)NC(=O)CC(=O)N/N=C/c1c(F)cccc1Cl	-40%[20 µM]	10%	-0.2%

(list continues)
canonical_smiles | KOR beta-arrestin-1 | HIV peptide binding | SIAH1 antagonists | GPR35 antagonists | GPR55 activation | AID2073 | GPR55 antagonists | NOD1 inhibition | KOR beta-arrestin-2
Cc1cc(S(=O)(=O)n2[nH]c(=O)c(CCO)c2C)c(Cl)cc1Cl | 5.8% | -0.2% | -2% | -2% | -0.1% | 8% | -3% | 7% | -7%
COc1ccc(C(=O)Nc2cccc(NC(=O)c3ccc(OC)c(OC)c3)n2)cc1OC | 2.5% | -0.6% | 4% | -20% | -0.4% | 2% | -9% | 38% | -20%[20 µM]
COc1ccc(CNc2nc(-c3cccnc3)nn2C(=O)c2ccco2)cc1 | 1.7% | -2.2% | -1% | 7% | -0.1% | -4% | 6% | 38% | -34%
O=c1cc(-c2c(O)c3ccccc3n(Cc3ccccc3)c2=O)[nH][nH]1 | -7.9% | 55% | 9% | 6% | -0.4% | 22% | 13% | -24% | 8%
Cc1cc(C)nc(SC2CCOC2=O)n1 (configuration not stated) | 0.4% | 2.4% | 4% | -5% | -0.1% | 7% | -10% | -12% | 1%
COc1ccc(OC)c(-c2c(=O)n(OCc3ccccc3Br)c3ccccc3[n+]2[O-])c1 | 1.3% | -2.1% | 8% | 6% | -0.2% | 5% | 1% | -25% | 24%
COc1ccccc1N1CCN(C2CCCN(Cc3cccc(O)c3)C2)CC1 (configuration not stated) | -2.7% | -1.3% | 6% | 1% | 0.3% | 10% | -4% | -19% | -2%[20 µM]
C/C(Cn1nnc2ccccc21)=N\NC(=O)c1cccc(Br)c1 | 6.1% | 0.4% | -1% | -4% | -0.3% | -3% | -14% | 15% | 14%
C[N+]12CCCCC1[C@@H](CO)CCC2 (some centres not stated) | -2.8% | -1.6% | -3% | 14% | -0.3% | -6% | -2% | -1% | 26%
CC(=O)Nc1ccc2c(c1)nc(CCN1CCC(C)CC1)n2C | -2.2% | -1.0% | -4% | 9% | 0.3% | 6% | -12% | 14% | 28%
Cn1c(SCC(=O)c2ccc(F)cc2)nnc1-c1ccccc1N | 3.7% | -1.7% | -1% | 1% | 0.2% | 0% | -1% | -8% | -24%
O=C(NCc1ccc(F)cc1)c1noc2c1CCCC2 | 4.1% | 8.6% | -1% | 11% | -0.1% | 4% | 10% | -25% | -4%
Cc1ccc(NC(=S)Nc2nc(CC(=O)Nc3ccccc3)cs2)cc1 | 3.6% | -0.2% | 2% | -1% | -0.1% | 1% | -1% | 18% | -22%
CS(=O)(=O)CCC(C(=O)OCc1ccc(Cl)cc1)N1C(=O)c2ccccc2C1=O (configuration not stated) | 1.3% | -1.8% | 1% | -2% | 0.6% | 1% | 6% | -8% | -25%
COC(=O)c1c(N)sc2c1CCN(c1ncc(C(F)(F)F)cc1Cl)C2 | 3.2% | 1.8% | -1% | 20% | 0.0% | -14% | 8% | 0% | -4%
COc1cc(Br)cc(-c2nc3c(c(=O)[nH]c(=O)n3Cc3ccccc3)n2C)c1O | 2.7% | -0.8% | 4% | 6% | 0.3% | 3% | 4% | -6% | 8%
C=C(C)CN1CCN(c2c(CCC#N)c(C)c(C#N)c3nc4ccccc4n23)CC1 | -2.4% | 1.8% | 4% | -6% | -0.2% | 15% | -3% | -6% | 27%
Cc1ccc([N+](=O)[O-])cc1Nc1nc(N2CCCC2)nc(N2CCCC2)n1 | 1.9% | -0.4% | -3% | 7% | 2.1% | 9% | 16% | -21% | -28%[20 µM]
CCOc1ccc(/C=N/NC(=O)C2(O)c3ccccc3-c3ccccc32)cc1 | -2.7% | 0.4% | 10% | -9% | -0.1% | 4% | 3% | -35% | 6%
Cc1ccc(NC(=O)C2CC=CCC2C(=O)N2CCCCC2)cc1 (configuration not stated) | -4.0% | -1.1% | -6% | -2% | -0.1% | -3% | 2% | 23% | -44%
O=C(NN1C(=O)C2C3C=CC(C3)C2C1=O)C(O)c1ccccc1 (configuration not stated) | 0.2% | -1.5% | -2% | -1% | 0.2% | 3% | 7% | -28% | -11%[20 µM]
COc1ccc(OCc2nn3c(-c4cccc(OC)c4)nnc3s2)cc1 | -3.2% | 0.0% | 0% | 10% | -0.1% | -5% | 18% | -6% | 5%
COc1ccccc1NC(=O)Cn1c(CCC(=O)O)ccc1-c1ccccc1 | 7.3% | 5.3% | 8% | 7% | 1.3% | 4% | 18% | -6% | 8%
O=C(N/N=C\c1cc2c(cc1Cl)OCO2)c1ccc(Br)s1 | 0.1% | 1.3% | 5% | 6% | 0.0% | 34% | 15% | -58% | 20%
CCOc1cc(/C=N/NC(N)=S)cc(Br)c1OCc1ccccc1C | 6.5% | -3.3% | 2% | 0% | -0.1% | 4% | 0% | 9% | -17%
Cc1cccnc1Nc1nc(-c2ccc(O)cc2O)cs1 | -1.6% | 0.5% | 1% | 1% | -0.1% | -31% | 15% | -67% | 5%
NC(=O)c1sc2nc(N3CCOCC3)c3c(c2c1N)CCCC3 | 2.9% | -3.3% | 6% | -3% | -0.2% | 55% | 5% | 29% | -69%
COc1ccccc1/C=C1\SC(=O)N(CCC(=O)N2CCCCC2CCO)C1=O (configuration not stated) | 0.0% | -0.4% | -2% | -9% | -0.1% | 22% | 14% | 10% | -12%
O=C(c1cccs1)c1no[n+]([O-])c1C(=O)c1cccs1 | -0.5% | -0.4% | -4% | 5% | 0.0% | 8% | 14% | 98%* | -82%
Cc1cc(C)nc(SCc2nnc(SCC(=O)Nc3ncc(C)s3)n2Cc2ccco2)n1 | 4.6% | 3.5% | -3% | 9% | 0.5% | -8% | -3% | -37% | -39%
CN1CCN(NC(=O)C2CC2)CC1 | 1.8% | 1.3% | -5% | 6% | -0.1% | -2% | 3% | -11% | 24%

Compound activity deposited in PubChem BioAssay by Sanford-Burnham Center for Chemical Genomics.

An excerpt. The share of hits here may be higher or lower than overall.
